IMP-1 inhibitor = inhibitors of Pseudomonas aeruginosa IMP-1 metallo-beta-lactamase | inhibition, % at 5.6 µM | AID 1556 | purified IMP-1, nitrocefin hydrolysis, epi-absorbance fluorescence | 0.45% of 290,000 active;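 active means inhibition above the mean plus 3 SD of all compounds in the same screening run, cut at about 4.5% in these data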;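 further: 0% = IMP-1 with DMSO and 100% = DMSO wells lacking enzyme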
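Assay system: purified IMP-1; Quantity: IMP-1 0.2 nM before substrate addition; Medium: HEPES buffer pH 7.1 with ZnSO4 and Brij 35; Incubation: 15 min enzyme–compound preincubation, then 25 min nitrocefin reaction, 25 °C; Signal: fluorescence quenching readout, ex 480/em 530 nm; Controls: DMSO with and without IMP-1; Repeats: singlicate testing.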
HCV NS3 hel inh = blocks Hepatitis C virus NS3 helicase unwinding. 0.56% of 290,000 active. NS3 helicase DNA unwinding, Cy5 molecular beacon fluorescence. inhibition, % at 10.9 µM;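 active means inhibition above the mean of all tested compounds plus 3 SD, set per campaign, cut at about 35% in these data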;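 further: 0% = DMSO wells and 100% = thioflavine S control wells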
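assay system = NS3 helicase fragment of HCV | buffer or medium = MOPS pH 6.5, MgCl2, DTT, Tween20, BSA | timing = 60 min unwinding reaction at 25 °C after ATP addition | signal = Cy5 beacon fluorescence read at start and 1 h | read-out basis = % inhibition of unwinding | control set = low DMSO, high thioflavine S at 110 µM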
IDE act = IDE (human) activation, cell-based | HEK cells, FAbeta-B cleavage, fluorescence polarization; 0% vehicle, 100% cell-free pure enzyme wells | activation, % at 5.96 µM | 0.073% of 340,000 active | AID 493087;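 active means activation above the mean of all tested compounds plus 3 SD, set per screening campaign, cut at about 17% in these data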
p-CIP stab down = p/CIP protein destabilization; F442A p/CIP-EGFP cells, EGFP fluorescence, 16 h; decrease of EGFP signal, % at 10 µM; 0.01% of 290,000 active;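 active means EGFP signal decrease of at least 30% at 10 µM or well 3 SD below plate mean, unless failing retest; inactive means the rest, including hits failing retest or dose response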; further: some compounds called inactive have numbers as strong as hits; many of its hits are not listed in these tables
PfM18AAP inh = blocks P. falciparum M18 aspartyl aminopeptidase; recombinant PfM18AAP, H-Glu-NHMec fluorogenic cleavage; inhibition, % at 7.35 µM; 1.2% of 290,000 active; AID 1822;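 active means inhibition above the campaign mean inhibition over all tested compounds plus 3 SD, cut at about 28% in these data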;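 further: 0% = plate median of test compound wells and 100% = 2 mM ZnCl2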
IDE cell inh = cellular human IDE inhibition; P14735; HEK cells, FAbetaB cleavage, fluorescence polarization; inhibition, % at 5.59 µM; 0.41% of 320,000 active;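 active means percent inhibition above the average of all tested compounds plus 3 SD, set per screening campaign, cut at about 16% in these data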;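 further: IDE supplied by intact live HEK cells; FP after avidin binding of uncleaved biotin substrate so inhibition keeps polarization high; 0% = DMSO wells and 100% = 60 µM reference IDE inhibitor Ii1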
VIM-2 inh = inhibitors of Pseudomonas aeruginosa VIM-2 metallo-beta-lactamase; 0.89% of 290,000 active; inhibition, % at 5.6 µM; purified VIM-2, nitrocefin hydrolysis, epi-absorbance fluorescence;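 active means inhibition above the mean of all tested compounds plus 3 SD, cutoff set per screening run, cut at about 7.5% in these data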;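 further: red hydrolysis product quenches plate fluorescence so inhibitors raise well fluorescence; 0% = enzyme with DMSO and 100% = DMSO without enzyme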
UBC9 SUMO inh = SUMOylation inhibition; inhibition, % at 35 µM; P63279; 0.36% of 290,000 active; AID 2006; HTRF SUMOylation assay, SAE1/SAE2 + UBC9, in vitro; in the data active means inhibition above about 50%, passing the limit was not always enough; further: strong numbers were not always called active
Target sequence (P63279 whole entry, looked up): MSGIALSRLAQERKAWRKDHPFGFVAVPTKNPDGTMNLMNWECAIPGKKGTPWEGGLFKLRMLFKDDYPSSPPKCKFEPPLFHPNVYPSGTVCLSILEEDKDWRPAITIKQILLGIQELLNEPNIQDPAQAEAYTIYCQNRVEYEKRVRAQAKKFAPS
FID counter = displaces DNA intercalator in HCV helicase counter-screen; DNA fluorescent intercalator displacement, fluorescence; inhibition, % at 7.9 µM; 0.17% of 290,000 active; AID 1845; in the data active means inhibition above about 37%;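 further: 0% = vehicle and 100% = reference compound; higher means more ethidium bromide displaced from hairpin DNA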
* = called active by the depositor; . = not tested or not shown.

SMILES	IMP-1 inhibitor	HCV NS3 hel inh	IDE act	p-CIP stab down	PfM18AAP inh	IDE cell inh	VIM-2 inh	UBC9 SUMO inh	FID counter
COCCCNC(=O)/C(C#N)=c1\s/c(=C\c2ccccc2OC(F)F)c(=O)n1CCCOC	-1.6	-6	-4	-48	4	0	-2.4	-5	-2
O=C(Cn1nnc(-c2ccc(Cl)cc2)n1)NC1CCN(Cc2ccccc2)CC1	-1.6	-4	0	-11	-1	-2	-0.2	-19	7
COCCOC(=O)C1=C(N)OC2=C(C(=O)CCC2)C1c1cccnc1 (configuration not stated)	-3.0	-11	0	-9	3	5	-2.8	10	1
CCOC(=O)c1cnc2c(C)cccc2c1Nc1cccc(C(=O)O)c1	-1.6	6	3	2	-4	2	-0.8	19	-14
Cc1ccc(CN2CCSc3ccc(C(=O)NCCCN4CCOCC4)cc32)cc1	-1.2	-33	6	-1	3	2	-2.4	20	18
COC(=O)C1NN=C(C(=O)c2ccc(Br)cc2)C1c1cccc(Br)c1 (configuration not stated)	-1.6	4	-2	7	11	3	-2.3	-36	-13
OCCCc1nc2ccccc2[nH]1	-1.9	-3	-1	6	-2	-6	-2.0	11	-1
CN(C)CCCN(C(=O)c1ccc(S(=O)(=O)N2CCCCCC2)cc1)c1nc2c(F)cccc2s1	-0.6	-39	6	-4	-1	-1	-2.3	4	20
CCc1ccc2nc(N(CCN(C)C)C(=O)c3ccc4ccccc4c3)sc2c1	-3.4	-67	2	-2	0	1	-0.6	11	-1
Cc1cc(Cl)ccc1OC(C)C(=O)NN=C1CCCCCC1 (configuration not stated)	-1.5	-3	4	-2	4	-1	-1.1	-8	-12
COCCN1C(=O)c2ccccc2C(C(=O)N2CCN(c3ccccn3)CC2)C1c1ccc(F)cc1 (configuration not stated)	-1.2	18	5	-14	0	.	-3.1	9	-32
CCn1c(SCC(=O)c2ccccc2)nc2c(c1=O)SC(C)C2 (configuration not stated)	-2.0	1	-5	-2	-3	-3	0.3	7	-8
Cc1ccc(NC(=O)CSCC(=O)O)c(C)c1	-1.4	-1	-1	-5	-1	2	-1.2	2	-2
CN(Cc1ccccc1)C(=O)CCn1c(=O)c2cccn2c2cccnc21	-0.7	2	3	2	3	0	1.8	.	-39
CC1CCN(c2ccccc2NC(=O)c2ccc(C#N)cc2F)CC1	-2.8	-6	.	-10	7	7	-3.4	16	-4
O=C(NN=C1CCCCCCC1)C(=O)NC1CCCCC1	-3.6	0	2	1	8	0	-5.0	-18	-3
Cc1nc2ccccn2c1C(=O)N/N=C/c1cc(C)n(-c2ccc(Cl)cc2)c1C	-3.1	-6	-1	-5	-5	-1	-2.0	13	-15
O=C1CCCN1CCC1CCN(C(=S)Nc2ccc(F)cc2)CC1	-3.5	1	2	-13	-36	-3	-4.7	13	-15
COc1cc(NC(=O)CCN2CCN(CCO)CC2)cc(OC)c1	-2.3	-4	0	1	0	-4	-1.4	8	-2
Cc1cc(NC(=O)Cc2cccs2)nn1CC(=O)NCc1ccco1	-2.6	3	2	-11	3	3	-1.9	3	-2
CSc1cccc(NC(=O)c2ccc(Cl)nc2)c1	-0.6	-1	-1	-10	3	1	0.7	-13	0
COc1cc(C)c(S(=O)(=O)NC2CC(C)(C)NC(C)(C)C2)cc1C	0.4	13	0	-1	-5	2	-2.9	10	18
COc1ccc(C)cc1S(=O)(=O)N(C)CC(N)=O	-2.1	2	1	-10	2	5	-0.8	6	2
CCOC(=O)c1sc(NC(=O)CSc2nccc(C)n2)c(C#N)c1C	-0.6	-7	7	-9	3	4	-2.9	10	-3
CC(=O)Nc1nc(C)nc(-c2ccccc2)c1C(C)=O	-2.8	5	3	2	0	2	-3.5	-1	4
COc1ccccc1N1CCN(C(=O)c2cnn3cccnc23)CC1	-4.7	-1	.	-7	3	.	-4.3	4	-7
CCCCC(=O)Nc1ccc(C(=O)NNC(=O)c2ccco2)cc1	-2.5	1	3	-6	5	7	-1.8	-2	0
COC(=O)c1cc(CN2CCN(c3ccccc3C)CC2)ccc1O	-1.6	-7	6	1	0	7	-4.4	1	8
O=C(CSc1nc(-c2ccc(F)cc2)cc(C(F)(F)F)n1)Nc1ccc2c(c1)OCO2	-2.9	7	2	-3	-10	-3	-1.8	14	-1
COc1ccc(N2CCN(S(=O)(=O)c3ccc(C(=O)NC4CCCC4)cc3)CC2)cc1	-3.6	14	0	-21	11	4	-5.2	6	-10
N#CCO/N=C(\c1ccccc1)c1ccncc1	-2.3	-1	2	-34	4	0	-1.5	-19	-3
O=C(NCCCl)Nc1cccc(Br)c1	-1.3	-1	2	-3	-2	10	-3.3	18	-1
COc1cccc(OCCSc2nnc3sc4ccccc4n23)c1	-2.4	0	7	1	-1	1	-2.0	12	-27
CCOC(=O)c1sc2c(c1C)C(c1cccs1)C1=C(CCCC1=O)N2 (configuration not stated)	-1.9	-2	-2	-10	5	2	0.5	0	-6
COc1cccc(N2CCN(c3ncnc4c3cnn4-c3ccc(C)cc3C)CC2)c1	-2.3	-2	4	-10	0	3	-4.2	13	-9
COCCn1c(C)cc(C(=O)CN2C(=O)NC3(CCCCCCC3)C2=O)c1C	-3.3	3	-2	-2	5	-3	-5.8	11	-29
Cc1ccc2nc(C)cc(N/N=C/c3cccc(O)c3)c2c1	-4.0	-12	0	-2	4	3	-1.5	12	-19
CCC(C)[C@H](NC(=O)OC(C)(C)C)C(=O)N/N=C/c1ccc2cc(OC)ccc2n1 (some centres not stated)	-5.3	2	-3	-2	-2	3	-2.4	6	-32
CCNC(=O)O/N=C(\C)c1sc(-c2ccc(Cl)cc2)nc1C	-1.8	3	-4	-10	10	2	-3.0	20	-22
C/C(=N\NC(=O)CSc1nc2ccccc2o1)c1ccc(O)cc1	-0.5	6	2	5	17	5	-1.7	11	4

Entries of single compounds from above.
COC(=O)c1cc(CN2CCN(c3ccccc3C)CC2)ccc1O reads IMP-1 inhibitor = -1.6; HCV NS3 hel inh = -7; IDE act = 6; p-CIP stab down = 1; PfM18AAP inh = 0; IDE cell inh = 7; VIM-2 inh = -4.4; UBC9 SUMO inh = 1; FID counter = 8
CSc1cccc(NC(=O)c2ccc(Cl)nc2)c1 reads IMP-1 inhibitor = -0.6; HCV NS3 hel inh = -1; IDE act = -1; p-CIP stab down = -10; PfM18AAP inh = 3; IDE cell inh = 1; VIM-2 inh = 0.7; UBC9 SUMO inh = -13; FID counter = 0

Carrying on:
SMILES	IMP-1 inhibitor	HCV NS3 hel inh	IDE act	p-CIP stab down	PfM18AAP inh	IDE cell inh	VIM-2 inh	UBC9 SUMO inh	FID counter
Cc1ccc(C)c(C(=O)CN2C(=O)c3ccccc3C2=O)c1	-2.4	5	5	-5	2	4	-2.1	14	-15
O=C(CCC1CCCN(C(=O)c2cccnc2)C1)NCc1ccccc1F (configuration not stated)	-4.5	0	2	-5	9	6	-4.3	-1	-18
CCCC1(c2ccccc2)NC(=O)N(CC(=O)NCc2ccc(OC)cc2)C1=O (configuration not stated)	-1.3	5	-4	-9	-13	-1	0.5	21	-22
CC(=O)NCC1(O)CCCC(C)C1 (configuration not stated)	-4.0	3	6	0	4	3	-2.1	7	1
CC1CCCC(C)N1CCCNC(=O)c1cc2c(=O)n(C)c3ccccc3c2n1C (configuration not stated)	-0.1	-6	2	-7	-12	6	22*	14	12
Cc1c(C#N)c(NC(=O)c2ccccc2)n(Cc2ccccc2)c1C	-4.0	5	-6	-5	-10	8	-2.2	-3	-15
CCOc1ccccc1N1CCN(C/C=C/c2ccc(N(C)C)cc2)CC1	-4.0	-1	4	-10	-8	4	2.3	20	3
c1ccc(-c2cc3nccc(-c4ccccn4)n3n2)cc1	-3.2	11	-9	-10	-3	-1	-2.2	10	-11
CCc1nnc(NC(=O)CSc2nnc3nc(C)cc(C)n23)s1	-1.9	7	-7	-8	-2	5	-0.6	15	-4
CCOC(=O)C1(Cc2cccc(F)c2)CCN(C(=O)Cn2cnnn2)CC1	-1.3	14	9	-5	-4	-5	-0.3	12	-19
Cc1nn(C)cc1/C=N\NC(=O)c1ccc2c(c1)c(C)c(C)n2Cc1ccccc1	-6.3	7	-3	4	-4	1	-3.1	4	-29
CCOC(=O)c1c(NC(=S)NC(=O)/C=C/c2cccs2)sc(C)c1C	-2.2	-3	2	2	0	8	-0.5	-7	3
O=C(NCCc1cnc[nH]1)Nc1cccc(C(F)(F)F)c1	-0.5	-7	5	-6	-1	0	-0.3	0	8
O=[n+]1cc(-c2ccc(Cl)cc2)n([O-])c2c1CCCCC2	-1.5	9	1	-9	1	4	-2.4	8	0
Fc1ccc(N2CCN(Cc3cnc(N4CCOCC4)s3)CC2)cc1	-1.8	-1	5	15	1	6	-2.1	13	-9
CCOC(=O)c1cn(-c2nc(-c3ccc(Cl)c(Cl)c3)cs2)c2c(F)c(N3CCOCC3)c(F)cc2c1=O	-3.3	9	1	11	-2	-3	-1.1	2	2
O=C(Nc1ccc(S(=O)(=O)Nc2ncccn2)cc1)c1ccccc1NS(=O)(=O)c1ccc(Cl)cc1	-2.6	5	-5	16	3	0	-3.0	21	-16
COCCCNc1nc(SCc2ccccc2)nc2sc3c(c12)CCC3	-0.3	22	2	8	8	5	-0.6	-11	-27
Cc1c(Cl)ccc2c(C(=O)NC(C)c3ccncc3)cc(-c3ccncc3)nc12 (configuration not stated)	-1.3	-32	.	5	-4	-3	2.5	10	-12
Cc1cc(NC(=O)CCCC(=O)NCc2cccs2)no1	1.9	2	6	4	-1	3	-1.4	14	3
CC(C)C[C@H](NC(=O)c1nc[nH]c1C(=O)N1CCN(C(=O)OC(C)(C)C)CC1)C(=O)OCc1ccccc1	-3.0	-16	-1	-8	10	7	-4.3	-8	-53
CCOC(=O)C1CCN(c2cc3c(cc2NC(=O)c2ccccc2)n(C)c(=O)n3C)CC1	-2.6	9	4	-14	21	3	-0.1	4	-42
COc1ccc(N(C)C2=NS(=O)(=O)c3ccccc32)cc1	0.9	5	-2	-2	4	2	0.1	14	-13
O=C(NCC(=O)N(c1cccnc1)C(C(=O)NC1CCCCC1)c1ccccc1F)c1ccco1 (configuration not stated)	-0.5	4	1	-6	-5	-8	-1.5	9	-23
CC1C(=O)N2CCCc3cc(S(=O)(=O)NCCc4ccccc4)cc1c32 (configuration not stated)	-3.9	2	2	-3	1	2	-3.3	.	-26
Cc1ccc(C(=O)OCC(=O)Nc2ccc(S(N)(=O)=O)cc2)c(O)c1	-1.2	-8	5	-4	1	1	-1.1	1	-1
CC(C)CN(C(=O)COC(=O)C12CC3CC(CC(O)(C3)C1)C2)C1CCS(=O)(=O)C1 (configuration not stated)	-3.0	4	2	-2	-4	2	-3.5	4	-11
Nc1c(N(CCC2=CCCCC2)C(=O)C2CC2)c(=O)[nH]c(=O)n1Cc1ccccc1	-0.6	-3	6	-10	-12	-4	1.1	11	-28
Cc1c(/C=N/NC(=O)CNc2ccccc2)c2ccccn2c1C(=O)c1ccc(Cl)cc1	-2.8	-6	5	6	6	0	-1.8	8	-8

High-throughput results from PubChem BioAssay.
